Screens deposited in PubChem BioAssay by National Center for Advancing Translational Sciences (NCATS).
UDG counter: Primary qHTS assay for inhibitors of Activation Induced Cytidine Deaminase (AID): UDG Counterscreen signal; Uracil-DNA glycosylase; Potency, µM (titrated, usually from 115 µM), for the others: at the highest dose activity change, negative = inhibition, actives largely listed as inhibitors; AID 1347430, 2020; FRET deamination/UDG coupled assay, UDG read, 4 h; hit rate 0.14% among 91,000; further: nearly all actives have a fitted effect of over 65% in size
AID inhibitor: Primary qHTS assay for inhibitors of Activation Induced Cytidine Deaminase (AID): AID signal; Potency, µM (titrated, usually from 115 µM), without a hit: at the top dose activity change, negative = inhibition, most hits filed as inhibitors; hit rate 0.32% among 91,000; AID 1347428, 2020; Single-stranded DNA cytosine deaminase (Homo sapiens), Q9GZX7; AID deamination FRET fluorescence, UDG-coupled, 4 h; further: nearly all actives have a fitted effect of over 25% in size
Target sequence (Q9GZX7 whole entry, looked up): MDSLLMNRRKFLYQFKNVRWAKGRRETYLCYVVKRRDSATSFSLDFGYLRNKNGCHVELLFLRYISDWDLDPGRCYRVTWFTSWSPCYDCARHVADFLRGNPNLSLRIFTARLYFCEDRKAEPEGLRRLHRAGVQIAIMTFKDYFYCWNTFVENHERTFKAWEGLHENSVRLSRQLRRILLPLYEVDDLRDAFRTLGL
Starred values were filed as active, the others as inactive; ? = inconclusive; & = joins results of further samples; [ ] = another dose, or the depositor's remark. The call rests on the fitted dose curve; in most records, active means well fitted curve in the direction sought with a large enough effect; inconclusive means small, poorly fitted or top-dose-only effect, or another doubt; inactive means no such curve, though single readings can be large; an effect the other way counts as inactive or inconclusive. On the % scale 0 is the no-effect control and ±100 the full control effect; potency means the concentration at half of the fitted maximal effect. A portion of the library. The share of hits here may be higher or lower than overall.

SMILES | UDG counter | AID inhibitor
CCc1oc2ccccc2c1/C=N/O | -4% | -2%
COc1ccc(NC(=O)c2cnc3sc(N4CCOCC4)nn3c2=O)c(OC)c1 | -11% | -1%
O=C(O)C/C(=C/c1ccsc1)c1nc2ccccc2s1 | 11% | 3%
COCCNc1oc(-c2ccc(C)cc2)nc1C#N | 1% | 4%
CCOc1cccc(C(=O)Nc2ccc3oc(-c4ccncc4)nc3c2)c1 | -11% | 108%[activator]
Cc1ccc(Cl)cc1N(C)C(=O)C1CCCN(c2ncnc3onc(-c4ccc(F)cc4)c23)C1 (stereo not drawn) | 8% | -10%
COc1ccc(CCC(=O)NC(C)c2cccs2)cc1OC (stereo not drawn) | 9% | -2%
COc1ccc(NC(=O)CCc2nnc3n(CC(C)C)c(=O)c4ccccc4n23)cc1 | -4% | 4%
Cc1ccc(S(=O)(=O)c2nc(-c3ccccc3)oc2SCC(=O)NC2CCCCC2)cc1 | -13% | 13%
COc1ccc(CCN(C)C(=O)C2CCCN(C3CCN(Cc4ccccc4)CC3)C2)cc1OC (stereo not drawn) | 0% | -6%
COc1ccc(/C=C/C(=O)OCCN(C)C(C)C)cc1 | -2% | -1%
COc1ccc(-n2nc(C(=O)Nc3cc(C)ccn3)c3c4ccccc4n(C)c3c2=O)cc1 | 10% | 13%
Cc1ccc(C(=O)COC(=O)c2cc(-c3ccc(Cl)cc3)nc3ccccc23)cc1 | -8% | 1%
COc1cc(C=O)c(Br)cc1OC(C)C | 0% | -3%
Cc1cc(S(=O)(=O)Nc2c(NC3CCCCC3)c3ccccc3oc2=O)ccc1F | 0% | -1%
COc1ccc(C(c2cc(C)sc2NC(=O)c2ccco2)N2CCC(C)CC2)cc1OC (stereo not drawn) | -10% | -12%
Cc1ccc(Sc2c(C)nn(-c3ccccc3)c2OC(=O)CC(C)C)cc1 | -19% | ?
Cc1ccc(CSc2ncc(Cl)c(C(=O)Nc3nnc(C)s3)n2)cc1 | 19% | -16%
COc1cc(NC(=O)CN2C(=O)COc3ccc(S(=O)(=O)NC4CCCC4)cc32)cc(OC)c1 | -6%[57.5 µM] | 4%
CCc1ccc(C(=O)Oc2ccc(-c3ccccc3)cc2)cc1 | 0% | -1%
CCOc1ccc(CCNC(=O)Cn2c(-c3cccs3)cc3ccccc32)cc1 | 13% | 6%
Cc1nc2ccn(Cc3cccs3)c(=O)c2cc1C(=O)N1CCN(c2ccccc2)CC1 | 1% | -29%
COc1ccc(N2CCN(CCCNC(=O)c3c(C)nn(-c4ccc(F)cc4)c3-n3cccc3)CC2)cc1 | -10% | ?
O=C(c1ccccc1)c1ccc2nc(Nc3cc(Cl)ccc3O)c3nncn3c2c1 | -6% | 3%
COc1ccc(CNC(=O)C2CCN(C(=O)N3CCOc4ccc(C)cc43)CC2)cc1 | -3% | 3%
N#C/C(=C/c1ccc(-c2ccccc2F)o1)c1nc2ccccc2[nH]1 | -2% | 37%[activator]
Cc1nn2c(=O)cc(COC(=O)COc3ccccc3C)nc2s1 | 0% | 45%[activator]
COc1ccc(Cn2c(=O)c3cccnc3n(CC(=O)Nc3c(C)cc(C)cc3C)c2=O)cc1 | -17% | -1%
C#CCN1CCC(C(=O)NCCNC(=O)C2CC2)CC1 | -5% | -4%
CCOc1ccc(-c2cc(C(=O)NCCc3ccc(C)cc3)c3ccccc3n2)cc1 | 6% | 8%
CC(C)CNC(=O)c1csc2c1CCC(C)C2 (stereo not drawn) | 2% | -2%
CCc1cnc2c(c1SCC(=O)NCc1ccccc1Cl)c(=O)n(C)c(=O)n2C | 3% | 1%
CCCCN(CCCC)c1cccc(-c2cccc(N(CCCC)CCCC)c2)c1 | 1% | 8%
Cc1cc(NC(=O)C(OC(=O)c2ccc3c(c2)NC(=O)CS3)c2ccccc2)no1 (stereo not drawn) | -5% | -10%
Cc1ccc(NC(=O)CNC(=O)Cn2c(C)cc3ccccc3c2=O)cc1F | 2% | 6%
Cc1oc2c(c1C(=O)Nc1ccc(F)c(F)c1)C1=NCCN1C=N2 | 6% | 3%
Cc1cc(C(=O)Nc2cccc(-c3nc4ccccc4o3)c2)ccc1[N+](=O)[O-] | 24% | -12%
CC(C)NC(=O)Nc1cccc(C(=O)Nc2cccc(Cl)c2)c1 | -5% | -6%
O=C(O)CCC(NC(=O)Cc1ccc2ccccc2c1)C(=O)O (stereo not drawn) | -11% | -8%
NCc1cccc(OC(F)F)c1 | 6% | -2%

Reformatted with values under each structure: part of the list above
Results follow in this order: UDG counter | AID inhibitor
COc1ccc(NC(=O)c2cnc3sc(N4CCOCC4)nn3c2=O)c(OC)c1
    -11% | -1%
O=C(O)C/C(=C/c1ccsc1)c1nc2ccccc2s1
    11% | 3%
COCCNc1oc(-c2ccc(C)cc2)nc1C#N
    1% | 4%
CCOc1cccc(C(=O)Nc2ccc3oc(-c4ccncc4)nc3c2)c1
    -11% | 108%[activator]

Continuation.
SMILES | UDG counter | AID inhibitor
CCOC(=O)c1noc2ncnc(N(CCC(=O)OC)c3ccccc3)c12 | -26% | 3%
CCOc1ccc(CNC(=O)Cn2nc(C)c3c(C)n(-c4ccc(C)cc4)nc3c2=O)cc1 | 33%&23%[activator] | -8%&-2%
COc1ccc(C(NC(=O)CC(C)(C)C)c2ccccc2)cc1 (stereo not drawn) | -6% | -5%
Cc1cc(=O)oc2cc(OCC(=O)NCCN3CCOCC3)c(Cl)cc12 | 3% | -4%
O=C(Nc1ccc(S(=O)(=O)N2CCCCC2c2cccnc2)cc1)c1ccc(Br)cc1 (stereo not drawn) | -19% | ?
CC(C)(C)SCC(=O)Nc1ccc2c(c1)CCC2 | 7% | -1%
Cc1ccc(NC(=O)c2csc3c2CCCCC3)c(C)c1 | -8% | -6%
Cc1cc(C)n(C(C)CC(=O)Nc2ccc(C)c(F)c2)n1 (stereo not drawn) | -3% | 3%
CCN(CC)c1cc(C)c2cc(NC(=O)c3ccc(F)cc3Cl)ccc2n1 | -15% | ?
COc1ccc(C(=O)NCCc2sc(-c3cccc(F)c3)nc2C)cc1 | 5% | -25%
Cc1ccc(CNC(=O)CCCCCn2c(=O)c3sccc3n(CC(=O)C(C)(C)C)c2=O)cc1 | 14% | 0%
CCC(=O)Nc1sc2c(c1C#N)CCC(C)C2 (stereo not drawn) | -9% | -6%
Cc1cc(C)c(NC(=O)Cc2csc(C)n2)c(Cl)c1 | 1%[57.5 µM] | 4%
COc1cccc2sc(=NC(=O)c3ccc(S(=O)(=O)N4CCCCC4)cc3)n(C)c12 | -2% | 26%
O=C1CN(c2ccccc2)C(=O)N1Cc1ncc(-c2ccccc2)o1 | 0% | -4%
Cc1nn(Cc2noc(C(=O)NCc3ccc(F)cc3)n2)c(C)c1Br | 14% | 8%
COC(=O)C1C(=O)CC(C)(O)C(C(=O)OC)C1c1ccc(OC)cc1 (stereo not drawn) | 3% | -4%
CCc1ccc(C(=O)c2c(N)c(-c3nc(-c4ccc5c(c4)OCO5)cs3)c3ccccn23)cc1 | -10% | -11%
COC(=O)C(C)(C)NC(=O)c1cccc(CS(C)(=O)=O)c1 | -4% | 5%
Cc1oc(-c2ccccc2)nc1CC(=O)NCC(C)N1CCOCC1 (stereo not drawn) | 2% | 7%

Compound profiles, as listed above. Order of values: UDG counter | AID inhibitor
Cc1ccc(CNC(=O)CCCCCn2c(=O)c3sccc3n(CC(=O)C(C)(C)C)c2=O)cc1 is listed as 14% | 0%
CCN(CC)c1cc(C)c2cc(NC(=O)c3ccc(F)cc3Cl)ccc2n1 is listed as -15% | ?
Cc1nn(Cc2noc(C(=O)NCc3ccc(F)cc3)n2)c(C)c1Br is listed as 14% | 8%

Additional structures.
SMILES | UDG counter | AID inhibitor
Cc1ccc(NC(=O)CC2Sc3ccc(C(F)(F)F)cc3NC2=O)cc1 (stereo not drawn) | -11% | 0%
NS(=O)(=O)c1ccc(NC(c2ccccc2)c2ccccc2)c([N+](=O)[O-])c1 | 8% | 2%
Cc1nc(NCc2ccco2)sc1C(=O)NCCC(C)C | 0% | 2%
Cc1ccc(Nc2nc(-c3cc4cc([N+](=O)[O-])ccc4oc3=O)cs2)cc1 | -8% | 10%
Cc1ccc(-c2noc(CNC(=O)c3ccc(C(C)(C)C)cc3)n2)cc1 | -6% | -25%
CCN(CC)S(=O)(=O)c1ccc2c(c1)c(=O)c(C(=O)NCc1ccccc1Cl)cn2C | -17% | -2%
Cc1ccccc1-c1nc2scc(CCNC(=O)C(=O)Nc3ccc(F)cc3F)n2n1 | 14% | 9%
CCCCCn1c(N2CCN(Cc3ccccc3C)CC2)nc2c1c(=O)[nH]c(=O)n2C | -13% | ?
O=C(/C=C/c1ccccc1O)c1ccccc1Cl | 1% | -2%
c1ccc2c(c1)ccc1n[nH]nc12 | -3% | 7%
COc1ccc(CNc2nc3c(-c4cccc(C)c4)nnn3c3ccccc23)cc1 | -3% | -2%
Cc1nnc(N2CCC(C(=O)N3CCCCC3)CC2)c2nn(-c3ccc(Cl)cc3)c(C)c12 | 1% | -18%
CCOc1ccc(NC(=O)CC2C(=O)Nc3ccccc3N2C(=O)c2ccc(C(C)(C)C)cc2)cc1 (stereo not drawn) | -12% | -15%
CCCCNC(=O)CSc1nc2cc3c(cc2c(=O)n1CCCCCC(=O)NCc1ccc2c(c1)OCO2)OCO3 | 0% | -4%
O=C(c1ccccc1O)N1CCN(C(=O)c2cc(=O)[nH]c3ccccc23)CC1 | -7% | 3%
CCOc1ccc(NC(=O)N2CC=C(c3c[nH]c4ccccc34)CC2)cc1 | -5% | 114%[activator]
Cc1ccc(C)c(N2CCN(C(=O)C3CCC(CNS(=O)(=O)c4ccc(Br)s4)CC3)CC2)c1 (stereo not drawn) | -20%[57.5 µM] | 1%
CCN(CC)C(=O)c1sc2c(c1C)c(=O)n(-c1ccc(C)c(C)c1)c(=O)n2Cc1cc(=O)n2c(C)cccc2n1 | 0% | 32%[activator]
COc1ccc(-n2c(=O)c3c4c(sc3n3c(SC)nnc23)COC(C(C)C)C4)cc1 (stereo not drawn) | 3% | -3%
Cc1cccc(CN2C(=O)c3ccccc3S(=O)(=O)c3ccc(C(=O)N4CCN(c5cc(C)ccc5C)CC4)cc32)c1 | -10% | -8%
CC(C)Oc1ccc(CNC(=O)C2CCN(Cc3cc4ccccc4n3Cc3ccccc3)CC2)cc1 | -25%[57.5 µM] | -10%
Clc1ccc(NC2(c3nnnn3-c3ccccc3)CCCC2)cc1 | -3% | -6%
N#CCc1c(C#N)c(N)nc(NCCc2c[nH]c3ccccc23)c1C#N | -24% | -20%
CNC(=O)C1CCC(Cn2c(=O)c3sccc3n(CC(=O)NCc3ccc(OC)cc3)c2=O)CC1 (stereo not drawn) | 8% | 4%
Nc1nccnc1C(=O)NCC(=O)Nc1ccc(F)c(F)c1 | 12% | -3%
O=C(Nc1cccc2cccnc12)c1cc(Cl)cc(Cl)c1 | -8% | 12%
COc1ccc(Cn2c(C(=O)O)c(CNCCc3ccco3)c3ccc(C)cc32)cc1 | -12%[57.5 µM] | 53%[activator]
COc1ccc(-n2nc(C(=O)N3CCN(c4cccc(C)c4)C(C)C3)c3c4ccccc4n(C)c3c2=O)cc1 (stereo not drawn) | 0% | 14%
COC(=O)CCCNC(=O)CN(C)Cc1ccccc1 | 8% | 0%
Cc1ccc(NC(=O)c2cnn3c(C(F)F)cc(-c4ccccc4)nc23)cc1F | 1% | 22%
Cc1cccc(N2CCN(C(=O)C3CCCN(S(=O)(=O)c4ccc(Br)s4)C3)CC2)c1C (stereo not drawn) | -11% | ?
O=C(CCN1C(=O)C2C3CC(C(Br)C3Br)C2C1=O)OCC(=O)c1ccc([N+](=O)[O-])cc1 (stereo not drawn) | ? | 1%
COc1ccc(C(=O)Nc2ccc3nc(SCc4ccc(C)cc4)sc3c2)cc1 | 5% | 10%
CCC(C)(C)NC(=O)c1ccc2nc(C)c(C)nc2c1 | -19% | -2%
COC(=O)Cn1c(C2CC(=O)N(c3c(C)cccc3C)C2)nc2ccccc21 (stereo not drawn) | 19% | 4%
CC(C)c1ccc(NC(=O)c2ccc(NC(=O)CCS(=O)(=O)c3cccs3)cc2)cc1 | 12% | 13%
Cc1ccc(-c2nc(S(=O)(=O)c3ccc(C)cc3)c(SCC(=O)NC3CCCCC3)o2)cc1 | -6% | -3%
CCCCNC(=O)C1CCCN(Cc2nc(-c3ccc(Cl)cc3)oc2C)C1 (stereo not drawn) | ? | 9%
Cc1ccc(C)c(Cn2c3ccccc3c3cnn(CC(=O)N4CCCCC4)c(=O)c32)c1 | -7%[57.5 µM] | 2%
Cc1oc(-c2cccc(Cl)c2)nc1CSc1nnc(C)n2c1cc1occc12 | 8% | -2%
COCCn1c(-n2nc(C)cc2C)nc2c1c(=O)n(CC(=O)OC)c(=O)n2C | 15% | -1%
CCc1ccc(NC(=O)c2sc(-n3nc(C)c(Cc4ccc5c(c4)OCO5)c3C)nc2C)cc1 | -7% | -1%
Cc1cccc(NC(=O)C2CCCN2S(=O)(=O)c2ccc3nc(-c4ccccc4)[nH]c3c2)c1 (stereo not drawn) | 2% | 27%
CCCNC(=O)Cn1c(=O)n(CC2CCC(C(=O)NC)CC2)c(=O)c2sccc21 (stereo not drawn) | 5% | 22%
